Screening data (PubChem)
SRC1 TRFRET art: flags TR-FRET format artefacts in PPARgamma SRC-1 recruitment agonist screen. TR-FRET detection artefact counter-screen, emission ratio; stronger effect = higher value. TR-FRET ratio at 8 µM. 99,000 compounds, 0.34% hits; in the data active = TR-FRET ratio above about 2300; note: inactives centre near 1800; reference of the scale not given here
SRC3 TRFRET art: TR-FRET artefact, counter-screen to PPARgamma/SRC-3 agonist assay. AID 1048. PPARgamma/SRC-3 format; stronger effect = higher value. 99,000 compounds, 0.39% hits. TR-FRET ratio at 8 µM; in the data active = TR-FRET ratio above about 2000; note: inactives centre near 1600; reference of the scale not given here
* = called active by the depositor. A portion of the library; rates above refer to the full screens.

Start of the data: the first seven compounds, ahead of the listing:
#	Molecule	SRC1 TRFRET art	SRC3 TRFRET art
1	CCN(C(=O)CSc1nc2ccccc2c(=O)n1-c1ccc(C)cc1)C1CCS(=O)(=O)C1 (stereo not drawn)	2031	1481
2	CC(C)c1ccc(NC(=O)COC(=O)CCC(=O)c2cccs2)cc1	1887	1679
3	COc1ccccc1-n1c(C)nc2cc(C(=O)NCc3ccc4c(c3)OCO4)ccc21	1697	1407
4	Cc1ccccc1C(=O)Nc1nnc(SC(C)C)s1	1889	1582
5	COc1ccc(NC(=O)CC(NCc2ccccn2)C(=O)O)cc1 (stereo not drawn)	1785	1613
6	CCCCN(C)CCNC(=O)c1ccc(Cn2c(=S)[nH]c3ccc(Br)cc3c2=O)cc1	1815	1660
7	CC(=O)N1CCN(c2ccc([N+](=O)[O-])c(NCc3cccnc3)c2)CC1	1980	1671

The whole of this part, repeating the preview:
#	Molecule	SRC1 TRFRET art	SRC3 TRFRET art
1	CCN(C(=O)CSc1nc2ccccc2c(=O)n1-c1ccc(C)cc1)C1CCS(=O)(=O)C1 (stereo not drawn)	2031	1481
2	CC(C)c1ccc(NC(=O)COC(=O)CCC(=O)c2cccs2)cc1	1887	1679
3	COc1ccccc1-n1c(C)nc2cc(C(=O)NCc3ccc4c(c3)OCO4)ccc21	1697	1407
4	Cc1ccccc1C(=O)Nc1nnc(SC(C)C)s1	1889	1582
5	COc1ccc(NC(=O)CC(NCc2ccccn2)C(=O)O)cc1 (stereo not drawn)	1785	1613
6	CCCCN(C)CCNC(=O)c1ccc(Cn2c(=S)[nH]c3ccc(Br)cc3c2=O)cc1	1815	1660
7	CC(=O)N1CCN(c2ccc([N+](=O)[O-])c(NCc3cccnc3)c2)CC1	1980	1671
8	O=C(C1=C(O)C(=O)N(Cc2ccco2)C1c1ccccc1F)c1cccs1 (stereo not drawn)	2221	1881
9	CC(C)[C@H](NS(=O)(=O)c1ccc2c(c1)OCCO2)C(=O)OCC(=O)Nc1cccc(Cl)c1Cl	2035	1694
10	COc1ccccc1/C=C/C=N/NC(=O)CCC1C(=O)NN=C1C (stereo not drawn)	1979	1652
11	C#CCOCCOCCOCCNc1nc(N2CCN(C(=O)[C@H](C(C)C)n3cc(CCO)nn3)CC2)nc(N2CCN(C(=O)[C@H]([C@@H](C)CC)n3cc(CCCCN)nn3)CC2)n1	1813	1502
12	CCC(C(=O)NC1CCCCC1)N(Cc1cccs1)C(=O)c1snc(C(N)=O)c1N (stereo not drawn)	1879	1456
13	COc1ccc(NC(=O)CSc2nnc(N)n2CC(=O)Nc2ccc(OC)cc2)cc1	1695	1627
14	CCOC(=O)CNC(=S)N(Cc1ccccc1)Cc1cccnc1	1621	1374
15	O=C(c1ccccc1)C1CCN(CC(=O)N2CCN(c3ccccc3)CC2)CC1	1744	1408

Additional entries follow:
#	Molecule	SRC1 TRFRET art	SRC3 TRFRET art
16	COC(=O)c1nnn(-c2nonc2N)c1CSc1ccccn1	1812	1808
17	CCCC(NC(=O)c1ccco1)c1nc2ccccc2[nH]1 (stereo not drawn)	1845	1727
18	C=C(C)CSc1nc2ccccc2c(=O)n1-c1c(C)n(C)n(-c2ccccc2)c1=O	1733	1800
19	COc1ccc(NC(=O)c2ccccc2[N+](=O)[O-])cc1	1764	1572
20	CNC(=S)N/N=C(\C)c1cccc(C(F)(F)F)c1	2058	1576
21	Cc1ccc(NC(=O)c2cc(C)n(-c3ccccc3)c2C)cc1	1668	1559
22	COc1ccc(CCNC(=O)CN(C)S(=O)(=O)c2ccc(Br)s2)cc1OC	1878	1757
23	CN(C)CCOCCOc1ccc(Cl)cc1C(C)(C)C	1591	1611
24	O=C(Cc1cccs1)N(CC1CCCO1)C1(C(=O)NC2CCCC2)CCCCC1 (stereo not drawn)	1670	1424
25	Cc1cc(N(C)/N=C/c2ccccc2O)nc(-c2ccccc2O)n1	1671	1558
26	COc1ccc(NC(=O)CSc2ccc3ccccc3c2)cc1S(=O)(=O)N1CCCCC1	1682	1940
27	Cn1ccnc1SCC(=O)c1ccc([N+](=O)[O-])cc1	1641	1455
28	CCSc1nnc(NC(=O)COc2ccc(Cl)cc2)s1	2114	1752
29	CCn1c(CNc2ccc(F)cc2)nnc1SCC#N	1454	1525
30	Cc1cc(C)cc(OCC(=O)N/N=C\c2cn(C)nc2C)c1	1783	1336

Further results.
#	Molecule	SRC1 TRFRET art	SRC3 TRFRET art
31	CCN(CC)C1=N/C(=C\c2ccc(OC)cc2)C(=O)N1c1ccccc1	1683	1790
32	Cc1nonc1C(=O)N/N=C/c1ccc(O)cc1	1783	1524
33	COC(=O)C(C(=O)OC)C(C[N+](=O)[O-])c1ccc(O)c(OC)c1 (stereo not drawn)	1966	1344
34	Cc1ccc(C(=O)O)cc1NC(=S)NC(=O)c1ccc([N+](=O)[O-])c(C)c1	1868	1482
35	COc1ccc(Cn2c(SCC#N)nc3ccc(N4CCOCC4)cc3c2=O)cc1	2027	1942
36	Cc1cc(NC(=O)CCSc2ccccc2)ccc1Br	1714	1352
37	COc1ccc(OC)c(-n2c(=S)[nH]c3cc(C(=O)N(C)Cc4ccccc4)ccc3c2=O)c1	1860	1626
38	COc1ccc(C(=O)NCCNc2ccccc2[N+](=O)[O-])cc1	1910	1497
39	O=C(NCCN1CCOCC1)c1cnn2c1NC(c1cccs1)CC2C(F)(F)F (stereo not drawn)	1849	1815
40	Cc1ccc(/C=N/N(Cc2ccccc2)c2ccccc2)o1	1738	1719
41	O=C(COC(=O)c1c[nH]c(=O)[nH]c1=O)Nc1ccccc1F	1857	1809
42	Cn1nnnc1Sc1c(Cl)cccc1[N+](=O)[O-]	2076	1519
43	CC(NS(=O)(=O)c1ccc(Br)cc1)C(c1cccs1)N1CCN(C)CC1 (stereo not drawn)	1731	1700
44	CC(=O)NC1C(=O)N=C(SC(C)C(=O)Nc2cccc(Cl)c2)NC1=O (stereo not drawn)	1667	1439
45	c1ccc2oc(-c3csc(N4CCOCC4)n3)cc2c1	1664	1618

(listing goes on)
#	Molecule	SRC1 TRFRET art	SRC3 TRFRET art
46	Cc1ccc(S(=O)(=O)c2cnc(-c3ccccc3)nc2N2CCCCC2)cc1	1613	1584
47	Cc1scc(C(=O)NNC(=S)NCC(C)C)c1C	1552	1364
48	Cc1cccc(C(=O)NCc2nnc3c4ccccc4c(-c4ccccc4)nn23)c1	1617	1472
49	CCN(CC)C(=O)CSc1nnc2cc(C)c3ccccc3n12	1765	1744
50	Cc1cc(OCC(=O)O/N=C(\N)c2ccccc2)ccc1Cl	1630	1572
51	CCOC(=O)N1CCN(C(=O)c2cccc(F)c2)CC1	1550	1359
52	CCCOc1cccc(C(=O)Nc2ccc(Br)cc2F)c1	1742	1535
53	CCOc1cc(/C=C/C(=O)O)ccc1OCc1ccccc1	1729	1333
54	COC(=O)c1ccc(CNC(=O)COC(=O)Cc2ccsc2)cc1	1779	1439
55	Cc1ccnc(NC(=O)Nc2cccc(F)c2)n1	1531	1644
56	COc1ccc(/C=C2\SC(=O)NC2=S)cc1OC	1826	1622
57	O=C(CN1C(=O)C2C3C=CC(C3)C2C1=O)OCC(=O)c1ccccc1 (stereo not drawn)	1703	1657
58	c1cncc(CNc2ncnc3sc4c(c23)CCC4)c1	1679	1581
59	CCOC(=O)N1CCC(NC(=O)c2cc3c(-c4cccc(OC)c4)nn(C)c3s2)CC1	1612	1429
60	Cc1ccc(CSCC(=O)Nc2c(C)n(C)n(-c3ccccc3)c2=O)cc1	1885	1421

Two compounds picked at random from the list so far:
#	Molecule	SRC1 TRFRET art	SRC3 TRFRET art
58	c1cncc(CNc2ncnc3sc4c(c23)CCC4)c1	1679	1581
53	CCOc1cc(/C=C/C(=O)O)ccc1OCc1ccccc1	1729	1333

Remaining list, next part:
#	Molecule	SRC1 TRFRET art	SRC3 TRFRET art
61	N#C/C(=C(/O)COC(=O)CSc1ccc2ccccc2c1)c1nc2ccccc2[nH]1	2105	1648
62	Cc1ccccc1OCC(=O)OCC(=O)Nc1cc(C(F)(F)F)ccc1N1CCOCC1	1842	1662
63	COc1ccc(/C=C/C(=O)NC(=S)N2CCSCC2)cc1	1910	1678
64	Cc1ccc(NC(=O)COC(=O)CCC(=O)c2cccs2)c(C)c1	2022	1890
65	CC(=O)C(Sc1nccc(-c2cccs2)n1)C(C)=O	1536	1573
66	O=C(NC1CCCCC1)C(c1ccc(F)cc1)N(Cc1ccco1)C(=O)CN1C(=O)c2ccccc2S1(=O)=O (stereo not drawn)	1667	1617
67	N/C(Cc1cccc2ccccc12)=N\OC(=O)Cc1cccs1	1648	1725
68	Nc1c(C(=O)NCCc2ccccc2)nnn1Cc1ccccc1	1781	1496
69	O=C(Nc1ccc2c(c1)OC1(CCCC1)O2)C1CC1	1963	1759
70	Cc1ccc2c(c1)sc(C)[n+]2CCCS(=O)(=O)[O-]	2086	1476
71	Cc1ccc(NC(=O)CSc2ccc(C(N)=O)cc2[N+](=O)[O-])cc1	1806	1506
72	CC1(C)CC2(CC(c3ccccc3F)c3ccc(O)c(O)c3O2)NC(=S)N1 (stereo not drawn)	1795	1700
73	Cc1ccc2[nH]c(=O)c(CN(Cc3cccnc3)C(=S)NCCCN(C)C)cc2c1	1934	1390
74	Cc1ccc(C(=O)N2CC(=O)Nc3ccccc32)o1	2093	1739
75	CCOC(=O)C1CCN(S(=O)(=O)c2ccc3[nH]c(=O)c(=O)[nH]c3c2)CC1	1942	1668

The listing continues:
#	Molecule	SRC1 TRFRET art	SRC3 TRFRET art
76	C/C(=N\Nc1ccc([N+](=O)[O-])cc1)c1cc2ccccc2o1	2201	1901
77	c1ccc2c(c1)nnn2CNc1nccs1	1665	1583
78	Cc1cc(C)cc(N(C(=O)c2csnn2)C(C(=O)NC(C)(C)C)c2ccccn2)c1 (stereo not drawn)	1781	1803
79	CCN(CC)C(=O)C(=O)N/N=C/c1ccc(Cl)cc1Cl	1908	1317
80	O=C(CSc1ccccc1)Nc1ccc(C(=O)Nc2cccc(O)c2)cc1	1855	1601
81	Cc1ccc(NC(=O)c2ccncc2)cc1S(=O)(=O)N(C)C	1869	1341
82	Cc1c(Cl)cccc1NC(=O)CSC(N)=O	2007	1715
83	CC(C)N=C1CC(C)(C)CC(=O)/C1=C(/O)CCCN1C(=O)c2ccccc2C1=O	1940	1584
84	COc1ccccc1-n1ccnc1SCC(=O)NC1CCCC1	2201	1663
85	C[C@@H](C(=O)Nc1nc2ccc(F)cc2s1)N1C(=O)C2CC=CCC2C1=O (stereo partly drawn)	1543	1497
86	CC(C)Cn1c(N2CCN(C(=O)/C=C/c3ccccc3)CC2)nc2ccccc21	1861	1769
87	COc1cc(C#N)ccc1OCC(=O)Nc1ccc(C)c(S(=O)(=O)N2CCOCC2)c1	2017	1463
88	O=C(N/N=C/c1ccco1)c1ccc(NC(=O)c2ccccc2Cl)cc1	2163	1694
89	Cc1nn(-c2ccccc2)c(C)c1NC(=O)COc1ccc(Cl)cc1Cl	1992	1610
90	O=C(COC(=O)c1cccc(S(=O)(=O)N2CCc3ccccc3C2)c1)NCc1ccco1	1676	1847

(continued)
#	Molecule	SRC1 TRFRET art	SRC3 TRFRET art
91	C=CCn1c(-c2cccc(OC)c2)n[nH]c1=S	2042	1576
92	CCCc1nc2oc3c(NCCOCCO)ncnc3c2c2c1COC(C)(C)C2	1860	1711
93	COc1ccc(-c2nnc(SCC3CCCO3)n2C)cc1 (stereo not drawn)	1602	1391
94	COc1ccc(-c2nn(CCC#N)cc2/C=N/O)cc1	1721	1448
95	O=C(NCCC1=CCCCC1)C1CCN(S(=O)(=O)c2ccccc2)CC1	1646	1522
96	Cc1[nH]n(-c2ccccc2)c(=O)c1C=NCCc1ccccc1	1725	1661
97	Cc1ccc(CSCc2ccc(C(=O)NCC3CCCO3)o2)cc1 (stereo not drawn)	2046	1647
98	Cc1cc(N)n(-c2nc3ccccc3s2)n1	1617	1720
99	O=C(COCC(=O)N/N=C/c1ccccc1F)N/N=C/c1ccccc1F	1893	1655
100	CN(C)N1C(=O)CC(N2CCCCC2)C1=O (stereo not drawn)	1960	1444
101	Cc1nn(C)cc1CN1CCC(CO)(CCOc2ccccc2)CC1	1771	1751
102	CCC1CCCCN1C(=O)c1sc2nc(C)nc(N(CC)CC)c2c1C (stereo not drawn)	1746	1441
103	COc1ccc(Cc2noc(CN(C)CC3(N4CCOCC4)CCCCC3)n2)cc1OC	1745	1492
104	C=C1N(CCCCCC(=O)O)C(=O)OC12CCCCC2	1973	1439
105	COc1ccc(C(=O)NCCc2cc3c(OC)ccc(OC)c3[nH]c2=O)cc1OC	2016	1431

New compounds follow:
#	Molecule	SRC1 TRFRET art	SRC3 TRFRET art
106	O=C(NCCc1ccccn1)c1cc(-c2cccc3ccccc23)nc2ccccc12	1839	1521
107	CCCCC(=O)Nc1ccc(NC(=O)c2ccccc2[N+](=O)[O-])cc1OC	1763	1528
108	COc1ccc(C(=O)N/N=C2\SCC(=O)N2Cc2ccc3c(c2)OCO3)c(OC)c1	1719	1539
109	CC(=O)CSc1nc(-c2cccs2)c(C#N)c(=O)[nH]1	2767*	2268*
110	CCOC(=O)c1c(NC(=O)c2ccc(N3C(=O)[C@@H]4[C@H](C3=O)[C@H]3C=C[C@@H]4C3)cc2)sc2c1CCCC2	1745	1717
111	O=C(NC1CCS(=O)(=O)C1)/C(=C/c1ccco1)NC(=O)c1ccccc1 (stereo not drawn)	1620	1564
112	CCN1C/C(=C/c2ccc(OC)c(O)c2)C(=O)/C(=C/c2ccc(OC)c(O)c2)C1	1734	1519
113	CC(C)CCn1c(=O)c(C(=O)N/N=C/c2cccc(F)c2)c(O)c2ccccc21	1937	1475
